# DAX1 inh-1: inhibits human nuclear receptor DAX1. 0.99% of 340,000 active. AID 504766. inhibition, % at 6.75 µM. HEK293 Gal4-DAX1 luciferase reporter, luminescence. P51843;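 active = inhibition above the mean over all tested compounds plus 3 SD, cut at about 4.2% in these data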;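 also: 0% = DAX1-transfected cells with DMSO and 100% = empty-vector control cells with DMSO; inhibition shows as a rise in luminescence from relieved DAX1 repression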
# Target sequence (P51843 207-470 limits assumed): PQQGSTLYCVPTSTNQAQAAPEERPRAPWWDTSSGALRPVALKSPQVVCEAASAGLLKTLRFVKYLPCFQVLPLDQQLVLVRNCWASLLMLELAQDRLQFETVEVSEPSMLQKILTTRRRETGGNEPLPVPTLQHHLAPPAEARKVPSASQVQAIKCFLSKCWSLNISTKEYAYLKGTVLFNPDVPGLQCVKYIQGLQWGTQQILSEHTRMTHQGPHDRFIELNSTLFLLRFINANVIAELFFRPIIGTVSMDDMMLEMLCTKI
# GAA850 FXN act: frataxin GAA850 promoter activation. 0.56% of 360,000 active. activation, % at 6 µM. AID 540364. HEK293 lucGAA850 FXN promoter luciferase reporter, 24 h; percent of 10 µM SAHA response;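 active = activation above the average of all compounds screened plus 3 SD, cutoff fixed separately per campaign, cut at about 7.5% in these data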;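 also: 0% = DMSO wells and 100% = 10 µM SAHA wells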
# PLCg1 inh: PLC-gamma1 (human) inhibition, primary screen | purified PLC-gamma1, fluorogenic substrate, fluorescence | inhibition, % at 12.2 µM | 0.84% of 370,000 active | AID 720700; in the data active = inhibition above about 9.5%
# DAX1 inh-2: inhibitors of DAX1 repression of SF-1 activated StAR promoter; HEK293T StAR-luciferase reporter, SF-1/DAX-1 repression relief; inhibition, % at 6.8 µM; 1.1% of 370,000 active; AID 652010;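 active = inhibition above the mean over all tested compounds plus 3 SD, cut at about 3.6% in these data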;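 also: 0% = DAX-1 cells with DMSO and 100% = cells lacking DAX-1 with DMSO; higher inhibition means more luminescence from relief of DAX-1 repression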
# ssDAF12 agonist: activators of S. stercoralis DAF-12 nuclear receptor; HEK293 ssDAF-12/GRIP1 lit1-tk-luc reporter, luminescence; % of 3 µM dafachronic acid response; activation, % at 6.8 µM; 1% of 370,000 active; AID 652126;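 active = activation above the mean over all tested compounds plus 3 SD, cut at about 0.9% in these data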;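 also: 0% = DMSO-only wells and 100% = 3 µM delta7-dafachronic acid wells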
# ADAM17 inh: inhibitors of human ADAM17. P78536. recombinant ADAM17, EDANS/DABCYL FRET peptide cleavage. inhibition, % at 6.95 µM. 0.83% of 370,000 active;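 active = inhibition above the mean of compounds lying between control limits plus 3 SD, set per campaign, cut at about 8.5% in these data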;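 also: 0% = DMSO-only wells as the low control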
# ADAM10 inh: inhibits human ADAM10; O14672; recombinant ADAM10, EDANS/DABCYL FRET peptide cleavage, 3 h; inhibition, % at 7 µM; 0.62% of 370,000 active;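 active = inhibition above a per-campaign cutoff equal to the mean of compounds falling between control-based bounds plus 3 SD, cut at about 20% in these data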;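 also: 0% = DMSO wells while the 100% control is not disclosed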
# hcDAF12 agonist: H. contortus DAF-12 activation, primary screen; AID 652067; activation, % at 6.8 µM; 1.4% of 370,000 active; HEK293 hcDAF-12 lit1-tk-luc reporter, luminescence; 0% DMSO, 100% Δ7-dafachronic acid;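 active = activation above the mean of all tested compounds plus 3 SD, cut at about 5.5% in these data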;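 also: 100% = response to 3 µM Δ7-dafachronic acid high control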
# hgDAF12 agonist: hgDAF-12 agonism, primary luciferase screen. AID 687014. activation, % at 6.8 µM. 1.8% of 370,000 active. HEK293 GAL4-hgDAF12 UAS-luciferase reporter, agonist luminescence; normalized to butyrate control;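 active = activation above a cutoff set at the mean of all screened compounds plus 3 SD, cut at about 10% in these data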;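 also: 0% = DMSO wells and 100% = sodium butyrate wells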
# PLC-beta3 inh: inhibitors of human phospholipase C beta3; AID 720704; inhibition, % at 12.2 µM; 0.18% of 370,000 active; Purified PLC-beta3, fluorogenic substrate, fluorescence; Q01970; in the data active = inhibition above about 11%;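 also: 0% = median of compound wells on plate and 100% = full blocker control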
# sPLA2-III inh: Inhibits HGIII-sPLA2 liposome hydrolysis, primary screen | QFRET BODIPY PC-A2 liposome hydrolysis, fluorescence | AID 743126 | 0.56% of 370,000 active | inhibition, % at 12.2 µM | Q9NZ20;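 active = inhibition above mean plus 3 SD of compounds lying within the high and low control bounds, cut at about 19% in these data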;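 also: 0% = median of test compound wells and 100% = no enzyme DMSO wells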
# Target sequence (Q9NZ20 whole entry, looked up): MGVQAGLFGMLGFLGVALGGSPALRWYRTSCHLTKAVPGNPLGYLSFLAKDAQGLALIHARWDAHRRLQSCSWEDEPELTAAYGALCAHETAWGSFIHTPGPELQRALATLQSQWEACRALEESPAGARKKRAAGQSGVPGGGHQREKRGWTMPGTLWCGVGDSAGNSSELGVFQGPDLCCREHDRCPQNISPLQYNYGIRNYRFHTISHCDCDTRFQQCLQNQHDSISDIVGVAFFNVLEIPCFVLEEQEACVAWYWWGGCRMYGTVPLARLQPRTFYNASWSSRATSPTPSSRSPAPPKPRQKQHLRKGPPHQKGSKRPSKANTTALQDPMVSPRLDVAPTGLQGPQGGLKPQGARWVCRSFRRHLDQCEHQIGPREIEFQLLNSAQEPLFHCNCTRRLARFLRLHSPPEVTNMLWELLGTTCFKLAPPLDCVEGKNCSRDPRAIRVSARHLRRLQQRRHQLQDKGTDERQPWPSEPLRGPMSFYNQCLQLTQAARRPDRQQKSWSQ
# * marks the source's active call; other numbers are inactive results; . = not tested or not shown; & = joins results of further samples. Compounds as they come, and some 6.9% of all compounds hit somewhere here.
SMILES,DAX1 inh-1,GAA850 FXN act,PLCg1 inh,DAX1 inh-2,ssDAF12 agonist,ADAM17 inh,ADAM10 inh,hcDAF12 agonist,hgDAF12 agonist,PLC-beta3 inh,sPLA2-III inh
O=C(Nc1cccc(C(F)(F)F)c1)C(=O)N1CCCCC1,-0.8,8.1*,0,-0.1,-1.8,1,-7,-0.2,2.0,4,-3
O=C(N/N=C/c1cccn1-c1ccc(O)cc1)c1cccc2ccccc12,-0.5,-0.8,-91,-1.4,-1.1,-9,-22,-3.3,-0.8,-137,-16
CN(C)S(=O)(=O)c1cccc(NC(=O)COC(=O)COc2ccccc2[N+](=O)[O-])c1,-0.6,4.0,5,-0.4,-1.0,2,10,2.8,0.6,4,1
CCOc1ccc(NC(=O)N(CC(C)C)CC(C)C)cc1,1.2,-4.1,2,-0.1,-2.0,1,5,-0.3,-2.0,8,6
CCCCn1nnnc1C(c1cc2ccccc2o1)N1CCCN(C(=O)OC(C)(C)C)CC1 (stereo not given),.,.,4,0.7,0.0,3,8,-1.4,-2.6,4,-7
CN1CCN(c2nnc(-c3ccc(Cl)cc3)c3ccccc23)CC1,-0.2,1.3,-1,0.1,-1.4,-1,1,-0.5,0.8,-4,-3
COc1cc(S(=O)(=O)n2cnc(C)c2)ccc1Br,0.3,0.9,3,-0.6,-1.1,0,-3,-1.3,-1.4,0,-2
CCCn1nc([N+](=O)[O-])c(C(C#N)c2nc3ccccc3s2)c(Cl)c1=O (stereo not given),-2.0,-4.8,3,-2.7,-2.3,8.6*,20,-2.6,-1.6,-2,-16
O=C(CN1CCCCCC1)Nc1cc(C(F)(F)F)ccc1Cl,-0.1,-0.7,-1,0.1,-1.4,-5,-9,-0.7,-2.9,-9,7
COc1ccccc1NC(=S)OCCN1CCCC12CCC(c1ccccc1)CC2 (stereo not given),.,.,4,.,-1.4,-8,-4,-2.7,-6.7,-4,13
O=C(c1ccc(Cl)cc1)c1cn[nH]c1-c1ccccc1O,-1.2,0.8,-8,-0.5,-1.2,4,4,0.0,0.6,3,-79
O=c1c(Cc2ccccc2)c(O)nc2n1CCCS2,-0.2,-3.2,0,-0.1,-1.4,4,5,-1.9,-2.2,-2,11
CCC(=O)c1c[nH]c(C(=O)N2CCOCC2)c1,-0.3,0.2,0,1.6,-0.7,0,-5,-0.7,2.1,-6,7
NC(=O)CC(NC(=O)Cc1cccc2ccccc12)c1ccc(NCC2CC2)c([N+](=O)[O-])c1 (stereo not given),0.1,-0.5,0,-0.4,-0.7,-5,-8,-1.3,2.6,1,2
CCOc1ccc(-c2nnc(SCc3nnc(-c4ccccc4)o3)n2-c2ccccc2F)cc1,-0.6,0.1,4,-0.7,-0.1,-3,-1,1.6,0.2,0,-3
Cc1cc(-c2ccc(C)c(S(=O)(=O)NCCCN(Cc3ccccc3)C(C)C)c2)on1,0.7,0.1,5,0.3,-0.9,-4,0,-1.9,1.3,-2,-8
Fc1ccc(Nc2c3c(nc4ccccc24)CCC3)cc1,-1.1,-2.4,-4,-2.3,-1.7,0,-2,-2.4,-0.1,-8,-7
O=C(/C=C/c1ccc2c(c1)OCO2)Nc1ccc(Cl)cn1,0.3,3.1,-27,4.3*,-0.5,-16,-52,2.6,15*,-31,1
CCN1C(=O)[C@H]2[C@@H](c3ccc(-c4ccccc4)cc3)N3CCCC[C@@]3(C(=O)OC)[C@H]2C1=O,-0.2,0.2,0,0.5,-1.2,-5,-9,0.3,-2.0,-2,0
Cn1cc(CCNC(=O)C2CCC(=O)N(CCc3ccc(Cl)cc3)C2)cn1 (stereo not given),-0.3,1.7,5,0.9,-0.1,1,5,5.3,0.0,-4,4
Cc1nn(-c2ccc(Cl)cc2)c(Cl)c1/C=N/NC(=O)c1ccc(NS(=O)(=O)c2cccs2)cc1,0.9,1.1,-13,0.1,-0.8,8,15,0.0,-1.4,-26,-29
COc1ccc(NC(C)=O)cc1NC(=O)CN1CCN(S(=O)(=O)c2ccc(C(C)C)cc2)CC1,-0.5,2.2,-2,0.5,-0.6,-7,2,0.7,-1.1,2,3
COc1ccc(C)cc1NC(=O)CCN1CCN(c2ccccc2)CC1,1.5,2.1,-1,0.1,-1.7,-2,-5,-0.9,-1.0,-4,5
CCC(C)C(=O)N1CCc2cc(-c3csc(N)n3)ccc21 (stereo not given),-0.1,4.8,-7,3.0,0.0,-5,-10,3.1,7.0,-8,-1
COc1ccc(NC(=O)c2cc([N+](=O)[O-])ccc2NC(=O)CNCc2ccccn2)c(OC)c1,-1.3,0.1,0,-0.1,-0.3,0,-4,3.3,1.2,-9,7
Cc1ccc(NC(=O)c2cc(-c3ccco3)on2)cc1C,2.4,5.8,-10,-0.2,-0.2,-18,-49,1.7,13*,-25,-8
CC1=Nc2ccccc2/C1=C/c1sc(=O)n(CC(=O)N2CCCC2)c1O,0.0,-3.3,-3,-1.2,-0.2,-4,-12,0.2,-2.9,-3,3
CC1Cc2cc(/C(O)=C3/C(=O)C(=O)N(CCN4CCOCC4)C3c3cccc(O)c3)ccc2O1 (stereo not given),1.2,0.0,-4,0.4,-1.5,0,-1,-1.2,0.6,-3,-7
O=C(Nc1cccc(Cl)c1Cl)c1ccncc1,0.8,-1.1,1,0.3,-1.0,-2,1,-0.7,0.3,8,1
Nc1nc2c(ncn2[C@@H]2O[C@H](CNC(=O)[C@H](N)C3CCCCC3)[C@@H](O)[C@H]2O)c(=O)[nH]1,.,.,2,0.7,-0.6,-6,-5,-1.9,1.3,0,2
NC(=S)NN=C1CCCCC12CCCC2,-1.9,-3.5,-1,-1.1,-1.6,1,-1,0.9,4.7,-9,4
COc1ccc(N2C(=O)c3ccccc3C2=O)cc1,-0.8,1.9,-1,-0.6,-1.5,-3,-5,-0.1,-1.6,-7,4
COc1ccc(/C(O)=C2\C(=O)C(=O)N(Cc3ccco3)C2c2cc(OC)ccc2OC)cc1 (stereo not given),0.6,-0.8,-7,0.3,-1.1,1,3,-2.1,1.0,-4,-4
O=S(=O)(c1ccc2[nH]ccc2c1)N1CCCCCC1,-0.4,-1.4,-2,0.1,-0.7,-5,0,-2.5,1.4,-9,-6
COC(=O)C1=NN(c2ccccc2)C2(S1)S/C(=C\c1ccccc1)C(=O)N2c1ccccc1 (stereo not given),-0.1,-2.9,8,0.2,-0.8,1,8,1.5,0.2,5,10
CCCCCCCCC/C(=N\O)c1ccccn1,3.1,3.6,-1,0.4,-0.4,-1,11,1.8,6.7,2,10
O=C(NCCc1ccccc1F)C(=O)Nc1nccs1,0.1,4.5,2,0.3,-0.7,-2,-2,0.0,0.7,1,1
Cc1ccc2c(c1)N=C(c1ccc(F)cc1)CO2,0.2,6.2,-4,0.5,-0.2,-1,9,3.1,1.1,-7,-8
O=C(CSc1n[nH]c(=O)[nH]c1=O)Nc1ccc(C(=O)O)cc1,1.7,0.9,1,0.1,-0.6,-2,1,-0.4,-0.4,0,7
O=C(CSc1nccc(-c2cccs2)n1)Nc1ccc(F)c(Cl)c1,-1.4,2.6,4,0.2,-0.6,-1,3,0.7,1.7,-4,-5
Cc1ccc(C(=O)COC(=O)CCN2C(=O)C3C4CC(C(Br)C4Br)C3C2=O)cc1 (stereo not given),-1.0,2.6,-2,1.2,-0.6,-1,0,2.4,1.1,2,-1
O=C1CC(c2cccc([N+](=O)[O-])c2)c2ccc3ccccc3c2N1 (stereo not given),-0.4,4.3,2,-1.9,-2.1,0,0,-2.1,-1.7,3,-4
Cc1ccc(CNC(=O)NCc2ccccc2)cc1,1.1,1.7,-1,0.1,-1.1,0,-4,-0.3,0.6,2,-5
Cc1ccc(NC(=O)Nc2cccc(C)n2)cc1,2.5,6.9,1,1.1,1.4*,2,-8,14*,9.1,-8,3
Cc1ccc(/C=C/C(=O)NCc2ccco2)o1,.,.,-10,-0.4,-1.5,-5,-10,-1.0,-0.1,-8,-1
CC(Sc1ccc2ccccc2n1)C(=O)O (stereo not given),-0.4,2.1,-2&-6,-1.1&-0.2,-0.2&-0.1,0&-6,-5&-6,2.3&-1.0,2.1&3.8,0&-3,5&2
C/C(=N\NC(=O)CNC(=O)c1ccco1)c1ccc(Br)cc1,-0.1,1.1,2,0.2,-0.8,0,6,-0.8,0.5,-1,2
O=C1CC(c2ccc(F)cc2)Cc2nc(NCC3CCCO3)ncc21 (stereo not given),-1.5,2.3,-2,-0.5,-1.0,-3,-21,-0.6,-0.7,-3,9
O=C(NCc1ccc2c(c1)OCO2)c1cc(=O)[nH]c2ccccc12,0.2,0.3,-14,-0.2,-0.6,-13,-24,0.0,0.4,-22,0
Cc1ccc(S(=O)(=O)N2CCCCC2)cc1C(=O)NCCN1CCOCC1,1.4,0.9,1,-1.5,-0.9,-1,1,-1.0,1.2,-2,1

# Next part.
SMILES,DAX1 inh-1,GAA850 FXN act,PLCg1 inh,DAX1 inh-2,ssDAF12 agonist,ADAM17 inh,ADAM10 inh,hcDAF12 agonist,hgDAF12 agonist,PLC-beta3 inh,sPLA2-III inh
CCn1cc(C2=NOC(C(=O)Nc3c(C)nn(Cc4ccc(F)cc4)c3C)C2)c(C)n1 (stereo not given),0.0,-0.6,3,-0.5,-1.1,0,2,-1.8,-2.5,4,-6
Cc1ccc(F)cc1C(=O)N1CCCC(c2cc(C(=O)NCc3ccc(F)cc3)no2)C1 (stereo not given),.,-0.7,0,-1.5,-1.6,-3,-17,-0.9,-1.1,0,8
Cc1cc(N=Nc2ccc3ccccc3c2)ccc1O,4.4*,2.4,6,4.2*,1.9*,6,15,9.9*,16*,2,-24
CC(=O)N/C(=C\c1ccccc1)C(=O)OC(C)C(=O)Nc1ccccc1F (stereo not given),1.4,-0.4,0,-1.4,-0.9,0,-5,0.7,-0.8,-7,0
CCOC(=O)c1cc2c(nc1C)-c1cc(Cl)cc(Cl)c1OC2O (stereo not given),-0.3,1.4,-2,-0.1,-1.7,-4,-8,-0.5,3.3,-4,-2
CC1(C(=O)O)Cc2ccccc2C(=O)O1 (stereo not given),1.3,-1.1,2,0.4,-1.4,-3,0,-1.1,-2.8,3,-1
CCCNc1nc2c(c(=O)[nH]c(=O)n2C)n1Cc1ccc(F)cc1,0.9,2.0,2,0.7,-1.0,2,-10,-1.2,-0.9,3,-2

# Quoted at random: two entries already listed.
SMILES,DAX1 inh-1,GAA850 FXN act,PLCg1 inh,DAX1 inh-2,ssDAF12 agonist,ADAM17 inh,ADAM10 inh,hcDAF12 agonist,hgDAF12 agonist,PLC-beta3 inh,sPLA2-III inh
CCCNc1nc2c(c(=O)[nH]c(=O)n2C)n1Cc1ccc(F)cc1,0.9,2.0,2,0.7,-1.0,2,-10,-1.2,-0.9,3,-2
CCOC(=O)c1cc2c(nc1C)-c1cc(Cl)cc(Cl)c1OC2O (stereo not given),-0.3,1.4,-2,-0.1,-1.7,-4,-8,-0.5,3.3,-4,-2

# Screening results: PubChem BioAssay, The Scripps Research Institute Molecular Screening Center
